PAX8 reporter: lowers PAX8-driven luciferase in RMG-I cells. RMG-I TPO-luciferase reporter, SteadyGlo, 24 h. inhibition, % at 12.6 µM. 360,000 compounds, 1.2% hits. AID 652154;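 active = mean replicate inhibition at least 60% with every replicate also reaching 60%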;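 also: luciferase light reporting Pax8 driven TPO promoter activity; plate controls were median of neutral control wells for no effect and mitoxantrone controls for full effect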
EWS-Fli block: EWS/Fli transcriptional activity inhibition | 350,000 compounds, 0.67% hits | A673 NR0B1-luciferase reporter, viability-normalised | inhibition, % at 12.6 µM | AID 651661;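 active = mean inhibition of at least 50% after viability correction, with every replicate also passing that limit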;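 also: firefly luciferase signal divided by Alamar Blue viability fluorescence both relative to DMSO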
FN deposit inh: fibronectin deposition inhibition; AH1F fibroblasts, Alexa488-fibronectin deposition fluorescence, overnight; AID 743247; inhibition, % at 12.6 µM; 350,000 compounds, 0.086% hits;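 active = mean inhibition across replicates of 30% or more, regardless of how many single replicates reach that level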;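 also: positive control wells lacked labelled fibronectin entirely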
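Schedule: 1 h cell adhesion before compound, then overnight fibronectin incubation; test system: AH1F fibroblast monolayer depositing Alexa488-labelled fibronectin into matrix; quantity: 10000 AH1F cells per well; probe or stimulus: fluorescent fibronectin at 24 nM final; signal: fluorescence, ex 485 nm, em 525 nm; evaluation: percent inhibition as loss of matrix-bound fibronectin fluorescence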
Cneo AK release: Cryptococcus neoformans lysis via adenylate kinase release. AID 651654. 360,000 compounds, 0.2% hits. C. neoformans lysis, adenylate kinase release luminescence, 4 h; normalised: neutral wells 0, clomiphene wells 100. lysis activity, % at 15 µM;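 active = mean lysis activity across replicates of at least 80%, whatever share of replicates individually reach that level; inactive = mean lysis activity below 80%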
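Test system: log-phase Cryptococcus neoformans yeast cells; Quantity: yeast cell density of 5 × 10^6 cells/mL; Buffer or medium: YPD; Doses: single compound concentration per well; Timing: 4 h at 37 °C static, read 1 h later; Measured by: AK luminescence; Read-out basis: lysis from increased AK signal; Control set: Clomiphene as positive control.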
CASP6 VEID inh: inhibitors of human caspase-6. AID 686996. purified caspase-6, Z-VEID-R110 cleavage fluorescence. inhibition, % at 12.5 µM. 350,000 compounds, 0.53% hits;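 active = mean inhibition across replicates at least about 35%, with every replicate also reaching that limit, limit read from the data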;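 also: 0% = median of neutral control wells and 100% = no fluorescence left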
Target sequence (P55212 24-179 limits assumed): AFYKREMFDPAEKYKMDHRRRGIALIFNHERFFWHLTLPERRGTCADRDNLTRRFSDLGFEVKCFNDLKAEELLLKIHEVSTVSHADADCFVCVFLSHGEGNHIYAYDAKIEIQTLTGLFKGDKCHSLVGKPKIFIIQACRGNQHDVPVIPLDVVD
Target sequence (P55212 194-293 limits assumed): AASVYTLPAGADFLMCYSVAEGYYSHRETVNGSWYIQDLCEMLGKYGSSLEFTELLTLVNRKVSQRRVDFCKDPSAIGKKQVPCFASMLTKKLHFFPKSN
LGR2 inh: inhibitors of bursicon-induced Drosophila LGR2 receptor cAMP signaling; 380,000 compounds, 0.35% hits; HEK293 LGR2, CRE-luciferase, bursicon-stimulated, 4 h; inhibition, % at 9.99 µM; AID 720647;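 active = drop in luminescence signal, shown as inhibition above about 50% in the replicate tests, limit read from the data, passing the limit was not always enough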;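 also: agonist challenge used bursicon conditioned medium at about half maximal strength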
miR-122 sensor: miR-122 inhibition in Huh7 cells | activation (reporter increase), % at 12.5 µM | Huh7 miR-122 Renilla luciferase sensor, 48 h; neutral wells = 0, positive control = 100 | 340,000 compounds, 0.3% hits;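 active = mean replicate activation score at least 90 and every replicate individually at or above 90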;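 also: higher luciferase means less miR-122 activity so hits act as miR-122 inhibitors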
PGC1a acetyl inh: modulators of PGC1a acetylation; U2OS PGC1a acetylation, AlphaScreen anti-acetyl-lysine; with virally co-expressed GCN5 acetyltransferase; inhibition, % at 15.6 µM; 350,000 compounds, 0.17% hits; AID 651687;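 active = every replicate shows inhibition of at least 40%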;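 also: 0% = neutral control wells and 100% = positive control wells; some results beyond the cut were filed as inactive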
* marks the source's active call; other numbers are inactive results; & = joins results of further samples; [ ] = remark or other dose. The order is random; any-hit rate near 2.5%.

How did CCC(=O)N(C)C[C@@H]1Oc2cc(-c3cccnc3)ccc2S(=O)(=O)N([C@H](C)CO)C[C@@H]1C do in these assays?
EWS-Fli block: -12; FN deposit inh: 1; Cneo AK release: -2; CASP6 VEID inh: 1; LGR2 inh: -5; miR-122 sensor: 9[16.7 µM]; PGC1a acetyl inh: -10

How did Nc1nc(SCc2ccccc2[N+](=O)[O-])c2ncn(Cc3ccccc3)c2n1 do in these assays?
PAX8 reporter: 6; EWS-Fli block: 23; FN deposit inh: 3; Cneo AK release: -1; CASP6 VEID inh: 1; LGR2 inh: -5; PGC1a acetyl inh: 7

How did CCC(=O)N(C)C[C@H]1Oc2cc(C#CC(C)(C)O)ccc2S(=O)(=O)N([C@H](C)CO)C[C@@H]1C do in these assays?
EWS-Fli block: -14; FN deposit inh: 0; Cneo AK release: 101*; CASP6 VEID inh: 1; LGR2 inh: -7; miR-122 sensor: 0[16.7 µM]; PGC1a acetyl inh: -2

How did NS(=O)(=O)c1ccc(NC(=S)NC2CCCCC2)cc1 do in these assays?
PAX8 reporter: 12; EWS-Fli block: 8; FN deposit inh: -2; CASP6 VEID inh: 5; LGR2 inh: 14

How did COc1ccc(C(=O)N2C[C@H]3[C@@H](c4ccccc42)[C@@H](CO)N3C(=O)c2cccc(F)c2)cc1 do in these assays?
PAX8 reporter: 6; EWS-Fli block: 9; FN deposit inh: -2; Cneo AK release: -3; CASP6 VEID inh: 2; LGR2 inh: 6; miR-122 sensor: -5[16.7 µM]; PGC1a acetyl inh: 2

How did COCC(=O)NC1CCN(C(=O)Nc2ccc(Br)cc2)CC1 do in these assays?
PAX8 reporter: 8; FN deposit inh: 5; Cneo AK release: 3; miR-122 sensor: -7; PGC1a acetyl inh: 3

What do the screens show for `CCCc1ccc(C(=O)NNc2cccc(C)c2)cc1`?
PAX8 reporter: -32; EWS-Fli block: -32; FN deposit inh: -4; Cneo AK release: 1; CASP6 VEID inh: -7; miR-122 sensor: 3; PGC1a acetyl inh: -10

What do the screens show for `Cc1ccc(NS(=O)(=O)c2ccc3c(c2)NC(=O)CCS3)c(Br)c1`?
PAX8 reporter: -12; EWS-Fli block: 0; FN deposit inh: 8; Cneo AK release: -2; CASP6 VEID inh: 4; LGR2 inh: 1; miR-122 sensor: -4; PGC1a acetyl inh: 2

Results for O=C(Nc1cc(Br)ccc1O)c1cc(-c2ccccc2)on1 ?
PAX8 reporter: -63; EWS-Fli block: -14; FN deposit inh: 2; Cneo AK release: 9; CASP6 VEID inh: -1; LGR2 inh: -18; miR-122 sensor: -1; PGC1a acetyl inh: 7

Results for COc1cccc(/C=C(\C#N)c2nc3ccc(C)cc3[nH]2)c1OCC(=O)O ?
PAX8 reporter: 30; EWS-Fli block: 7; FN deposit inh: -1; Cneo AK release: -2; CASP6 VEID inh: 4; LGR2 inh: -30; miR-122 sensor: 0

What do the screens show for `Cc1ccc(S(=O)(=O)N[C@H]2CC[C@@H](CC(=O)NCCCN(C)C)O[C@@H]2CO)cc1`?
Cneo AK release: 0; CASP6 VEID inh: -1; LGR2 inh: 7; PGC1a acetyl inh: -9

How did CNC[C@@H]1Oc2ncc(-c3ccc(OC)cc3)cc2C(=O)N([C@@H](C)CO)C[C@H]1C do in these assays?
PAX8 reporter: 4; EWS-Fli block: 0; FN deposit inh: 0; Cneo AK release: 1; CASP6 VEID inh: -2; LGR2 inh: 15; miR-122 sensor: -2[16.7 µM]; PGC1a acetyl inh: 5

Results for O=C(NNc1cccc(Cl)n1)Nc1ccccc1 ?
FN deposit inh: 0; Cneo AK release: 1; miR-122 sensor: 8; PGC1a acetyl inh: -12

How did Cc1ccc2c(c1)[C@@H]1[C@H](CO2)[C@H](c2ccccc2)[C@]2(C)C(=O)N[C@H](C)C(=O)N12 do in these assays?
PAX8 reporter: -21; EWS-Fli block: 2; FN deposit inh: 8; Cneo AK release: 0; CASP6 VEID inh: -1; LGR2 inh: 11; miR-122 sensor: -5

Results for COc1ccc(C)cc1NC(=O)Cc1c(C(=O)O)n(C)c2ccccc12 ?
PAX8 reporter: 21; EWS-Fli block: -2; FN deposit inh: 5; Cneo AK release: 5; CASP6 VEID inh: 1; LGR2 inh: 28; miR-122 sensor: -2; PGC1a acetyl inh: 4

The list goes on; the last two above are carried over.
How did Cc1ccc2c(c1)[C@@H]1[C@H](CO2)[C@H](c2ccccc2)[C@]2(C)C(=O)N[C@H](C)C(=O)N12 do in these assays?
PAX8 reporter: -21; EWS-Fli block: 2; FN deposit inh: 8; Cneo AK release: 0; CASP6 VEID inh: -1; LGR2 inh: 11; miR-122 sensor: -5

Results for COc1ccc(C)cc1NC(=O)Cc1c(C(=O)O)n(C)c2ccccc12 ?
PAX8 reporter: 21; EWS-Fli block: -2; FN deposit inh: 5; Cneo AK release: 5; CASP6 VEID inh: 1; LGR2 inh: 28; miR-122 sensor: -2; PGC1a acetyl inh: 4

What do the screens show for `COc1ccc(NC(=O)CSc2nnc(-c3ccccc3C)n2N)cc1`?
FN deposit inh: -9; Cneo AK release: 2; miR-122 sensor: 2; PGC1a acetyl inh: 0

What do the screens show for `CN(C)CC(=O)Nc1ccc2c(c1)[C@H]1C[C@@H](CC(=O)NCc3ccc(-c4ccccc4)cc3)O[C@@H](CO)[C@H]1O2`?
PAX8 reporter: -6; EWS-Fli block: 9; FN deposit inh: -10; Cneo AK release: 10; CASP6 VEID inh: 3; LGR2 inh: -5; miR-122 sensor: -10[16.7 µM]; PGC1a acetyl inh: -8

Results for C[C@H]1CN([C@@H](C)CO)C(=O)c2cc(-c3ccncc3)cnc2O[C@H]1CN(C)C(=O)C1CCC1 ?
EWS-Fli block: 4; LGR2 inh: 6; miR-122 sensor: 7[16.7 µM]; PGC1a acetyl inh: -10

How did CCOC(CNC(=O)c1cccn2c(=O)c3cc(Cl)ccc3nc12)OCC do in these assays?
FN deposit inh: 0; Cneo AK release: 1; LGR2 inh: 21; PGC1a acetyl inh: -7

Results for CCc1nc(SCC(=O)NCC2CCCO2)c2oc3ccccc3c2n1 (configuration not stated) ?
Cneo AK release: 3; LGR2 inh: -16; miR-122 sensor: -7; PGC1a acetyl inh: 3

How did CCOC(=O)c1cc(-c2cc3ccccc3o2)nc2c1c(=O)[nH]c(=O)n2CCOC do in these assays?
Cneo AK release: 6; LGR2 inh: 11; miR-122 sensor: -6; PGC1a acetyl inh: 2

Results for CN(CC(=O)Nc1cccc(F)c1)C(=O)/C=C/c1cc(Br)ccc1OC(F)F ?
PAX8 reporter: 18; EWS-Fli block: 5; Cneo AK release: -1; CASP6 VEID inh: 1; LGR2 inh: 12; miR-122 sensor: -5

Results for COc1cccc(C(=O)N[C@H](C(=O)N2CCC[C@H]2C(=O)NCc2ccccc2)C(C)C)c1 ?
PAX8 reporter: -3; EWS-Fli block: -1; FN deposit inh: -10; CASP6 VEID inh: 1; LGR2 inh: -13

How did O=C(Oc1cccc2cccnc12)c1cccc(N2C(=O)C3C4CCC(C4)C3C2=O)c1 (configuration not stated) do in these assays?
PAX8 reporter: 28; EWS-Fli block: 22; FN deposit inh: -1; CASP6 VEID inh: 19; LGR2 inh: -3

Results for O=C(O)CSc1c(-c2ccccc2)c2cc(Cl)ccc2[nH]c1=O ?
PAX8 reporter: 6; EWS-Fli block: -7; FN deposit inh: 9; CASP6 VEID inh: -1; LGR2 inh: 6

How did O=C(Nc1ccccc1)c1cc2ccccc2[nH]1 do in these assays?
PAX8 reporter: 35; EWS-Fli block: -59; FN deposit inh: -5; Cneo AK release: -9; CASP6 VEID inh: -1; LGR2 inh: -56; miR-122 sensor: -3; PGC1a acetyl inh: -8

How did C/C=C/c1cnc2c(c1)C(=O)N([C@H](C)CO)C[C@@H](C)[C@@H](CN(C)Cc1ccc3c(c1)OCO3)O2 do in these assays?
PAX8 reporter: -23; EWS-Fli block: -3; FN deposit inh: -8; LGR2 inh: -12; PGC1a acetyl inh: 8

Results for CCCCn1c(N)c(N(CCOC)C(=O)CSCc2ccc(C)cc2)c(=O)[nH]c1=O ?
PAX8 reporter: 7; EWS-Fli block: -3; FN deposit inh: 1; Cneo AK release: 8; CASP6 VEID inh: 3; LGR2 inh: 2; miR-122 sensor: -2; PGC1a acetyl inh: 7

How did COc1ccccc1CCc1nnc(CCC(=O)N(C)Cc2cccc3ncccc23)o1 do in these assays?
PAX8 reporter: -8; EWS-Fli block: -12; FN deposit inh: 1; CASP6 VEID inh: 0; LGR2 inh: 2

How did O=C1C2CC=CCC2C(=O)N1c1nccs1 (configuration not stated) do in these assays?
EWS-Fli block: 0; FN deposit inh: -5; Cneo AK release: -1; CASP6 VEID inh: 0; LGR2 inh: 11; miR-122 sensor: -2; PGC1a acetyl inh: -2

What do the screens show for `COc1ccc(C#Cc2ccc([C@@H]3[C@H](CO)N4CCCCN(Cc5ccccc5F)C[C@@H]34)cc2)cc1`?
PAX8 reporter: 12; EWS-Fli block: 30; Cneo AK release: 3; CASP6 VEID inh: 1; LGR2 inh: -29; miR-122 sensor: -14[16.7 µM]; PGC1a acetyl inh: -4

What do the screens show for `COc1ccc(C2C(C(=O)NCc3ccccn3)c3cc(OC)c(OC)cc3C(=O)N2C)cc1` (configuration not stated)?
FN deposit inh: 3; Cneo AK release: -1; miR-122 sensor: 2; PGC1a acetyl inh: 9

Results for C[C@H]1CN([C@@H](C)CO)C(=O)CCCn2nncc2CO[C@@H]1CN(C)Cc1ccccc1C(=O)O ?
PAX8 reporter: -11; EWS-Fli block: -6; FN deposit inh: 6; Cneo AK release: 2; CASP6 VEID inh: -1; LGR2 inh: 11; miR-122 sensor: -2[16.7 µM]; PGC1a acetyl inh: -1

How did O=C(NCc1ccccc1)C1=C[C@@H](C2CC2)C[C@@H](OCc2ccc(CO)cc2)O1 do in these assays?
PAX8 reporter: -15&-1; EWS-Fli block: 0&18; FN deposit inh: -10; Cneo AK release: 0&2; CASP6 VEID inh: 0&1; PGC1a acetyl inh: 2

What do the screens show for `CCOC(=O)c1c(S(=O)(=O)NCCCc2ccco2)c(C)n(C)c1C`?
PAX8 reporter: -15; FN deposit inh: 1; Cneo AK release: 0; CASP6 VEID inh: 4; LGR2 inh: 12; miR-122 sensor: 43; PGC1a acetyl inh: -12

Results for O=C(CSc1ccccn1)Nc1cccc(S(=O)(=O)N2CCCC2)c1 ?
PAX8 reporter: -10; EWS-Fli block: 2; FN deposit inh: -3; Cneo AK release: 8; CASP6 VEID inh: 0; LGR2 inh: 6; miR-122 sensor: 2; PGC1a acetyl inh: 0

Results for COc1ccc(/C=C/C(=O)O)cc1S(=O)(=O)N1CCc2ccccc21 ?
PAX8 reporter: 40; EWS-Fli block: -2; FN deposit inh: 1; Cneo AK release: 0; CASP6 VEID inh: 25; LGR2 inh: 1; miR-122 sensor: -3; PGC1a acetyl inh: 3

Results for O=C(Nc1cccc(C(=O)N2CCCCC2)c1)c1ccc(Cl)cc1 ?
PAX8 reporter: 13; FN deposit inh: -2; Cneo AK release: 1; CASP6 VEID inh: 1; LGR2 inh: -11; miR-122 sensor: -2; PGC1a acetyl inh: 4

How did COc1ccc(-c2nnc(SC)nc2-c2ccc(OC)c([N+](=O)[O-])c2)cc1[N+](=O)[O-] do in these assays?
PAX8 reporter: 8; EWS-Fli block: 5; FN deposit inh: -4; CASP6 VEID inh: 2; LGR2 inh: -1; PGC1a acetyl inh: -4
